BLM helicase inh = blocks DNA unwinding by human BLM helicase. Potency, µM (titrated, usually from 56.1 µM), inactives show top-dose activity change, negative = inhibition, most hits filed as inhibitors. P54132. actives 0.2% (n = 350,000). recombinant BLM DNA unwinding, fluorescence dequenching. AID 2528;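 further: plate controls were vehicle for no effect and no enzyme for full effect; nearly all actives have a fitted effect of over 35% in size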
Target sequence (P54132 whole entry, looked up): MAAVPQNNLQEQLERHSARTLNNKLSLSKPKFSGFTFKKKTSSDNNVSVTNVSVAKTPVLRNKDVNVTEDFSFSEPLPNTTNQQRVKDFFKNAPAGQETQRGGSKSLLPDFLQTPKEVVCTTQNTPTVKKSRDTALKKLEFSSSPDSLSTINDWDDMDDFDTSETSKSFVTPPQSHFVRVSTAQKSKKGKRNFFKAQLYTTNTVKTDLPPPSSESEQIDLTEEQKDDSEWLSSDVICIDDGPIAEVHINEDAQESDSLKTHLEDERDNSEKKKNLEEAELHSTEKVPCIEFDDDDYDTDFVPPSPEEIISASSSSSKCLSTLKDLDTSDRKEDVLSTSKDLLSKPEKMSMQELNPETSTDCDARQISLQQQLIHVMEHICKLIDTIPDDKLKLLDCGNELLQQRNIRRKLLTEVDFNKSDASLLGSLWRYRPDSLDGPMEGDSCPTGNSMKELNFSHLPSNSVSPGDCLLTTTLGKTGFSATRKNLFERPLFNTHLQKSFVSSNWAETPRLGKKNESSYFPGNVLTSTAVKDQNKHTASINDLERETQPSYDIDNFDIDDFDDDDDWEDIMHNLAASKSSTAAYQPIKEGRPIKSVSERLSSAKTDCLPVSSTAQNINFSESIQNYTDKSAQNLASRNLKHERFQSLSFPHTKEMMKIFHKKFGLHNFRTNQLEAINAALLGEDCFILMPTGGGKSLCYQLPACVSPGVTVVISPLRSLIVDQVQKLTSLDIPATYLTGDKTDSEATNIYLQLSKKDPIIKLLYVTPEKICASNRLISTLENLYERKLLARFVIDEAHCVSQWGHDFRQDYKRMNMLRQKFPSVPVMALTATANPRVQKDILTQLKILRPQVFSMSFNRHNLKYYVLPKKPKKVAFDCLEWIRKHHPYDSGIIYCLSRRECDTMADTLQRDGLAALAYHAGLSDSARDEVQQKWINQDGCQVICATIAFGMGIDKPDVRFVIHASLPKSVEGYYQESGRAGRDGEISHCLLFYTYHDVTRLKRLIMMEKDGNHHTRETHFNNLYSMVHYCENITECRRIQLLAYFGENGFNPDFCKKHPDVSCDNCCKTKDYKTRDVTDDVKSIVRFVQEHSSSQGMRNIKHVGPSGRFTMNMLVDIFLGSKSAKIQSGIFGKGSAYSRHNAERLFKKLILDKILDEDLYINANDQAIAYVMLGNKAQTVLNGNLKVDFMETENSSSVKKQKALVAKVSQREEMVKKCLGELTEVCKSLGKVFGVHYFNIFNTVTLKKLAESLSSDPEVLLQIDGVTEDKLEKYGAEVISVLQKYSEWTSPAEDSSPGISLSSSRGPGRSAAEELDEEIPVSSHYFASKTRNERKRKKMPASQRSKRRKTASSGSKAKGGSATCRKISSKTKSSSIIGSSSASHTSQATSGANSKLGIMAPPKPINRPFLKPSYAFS
Pin1 inh = blocks the human prolyl isomerase Pin1 | Potency, µM (doses to about 115 µM), without a hit: top-dose activity, negative = inhibition, usual class: inhibitors | Q13526 | actives 0.009% (n = 390,000) | Pin1 FP peptide displacement, HiFluor488, 10 min | AID 504891; active means well fitted inhibition curve with a large enough effect in the polarisation, with a control signal flat, not every such curve was filed as active; inconclusive means small, poorly fitted or top-dose-only effect, or effect the other way, or a change in a side signal; inactive means no such curve, though single readings can be large or run the other way; the % refers to the polarisation; further: on the % scale 0 is the no-effect control and ±100 the full control effect
G9a block = G9a (human) methyltransferase inhibition; Q96KQ7; G9a H3K9 monomethylation, AlphaScreen, 2 h; Potency, µM (doses to about 102 µM), for the others: at the top dose activity, negative = inhibition, actives largely listed as inhibitors; actives 8.8% (n = 350,000); further: on the % scale 0 is the no-effect control and ±100 the full control effect; nearly all actives have a fitted effect of over 75% in size
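G9a (20 nM) was preincubated 15 min with compound, then reacted 2 h at room temperature with 500 nM biotin-H3K9 peptide and 20 µM SAM. Monomethyl-H3K9 detected by AlphaScreen using anti-H3K9me1 antibody.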
GLS inhibitor = inhibitors of human glutaminase (GLS). GLS enzymatic activity, qHTS titration. Potency, µM (doses to about 45.5 µM), without a hit: at the highest dose activity change, negative = inhibition, hits mostly inhibitors. actives 0.21% (n = 410,000). AID 624170; further: on the % scale 0 is the no-effect control and ±100 the full control effect
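Glutamate formation by hKGA was monitored fluorometrically using coupled glutamate oxidase, HRP and Amplex Red. Substrate was added as 1 mM L-glutamine solution; incubation was 30 min at RT after an initial read.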
JMJD2A Tudor inh = JMJD2A Tudor domain (human) inhibition | O75164 | AlphaScreen JMJD2A-Tudor / H3K4me3 peptide binding | Potency, µM (top dose mostly 114 µM), without a hit: at the top dose activity change, negative = inhibition, most hits filed as inhibitors | actives 4.4% (n = 390,000) | AID 504339; further: on the % scale 0 is the no-effect control and ±100 the full control effect; nearly all actives have a fitted effect of over 50% in size
POLI inh = blocks human DNA polymerase iota activity | Q9UNA4 | Pol iota fluorescent replication assay, 10 min | Potency, µM (doses to about 115 µM), for the others: at the highest dose activity, negative = inhibition, most hits filed as inhibitors | actives 1% (n = 390,000) | AID 588590
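Pol iota at 10 nM preincubated 15 min with compounds at room temperature; reaction started with fluorescent substrate, 50 nM final. Fluorescence read kinetically at 0 and 10 min; buffer-only wells as negative control.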
Tb PGK inh = T. brucei PGK inhibition; P07378; PGK/GAPDH coupled, Kinase-Glo luminescence, 60 min; Potency, µM (doses to about 57.5 µM), without a hit: at the highest dose activity change, negative = inhibition, most hits filed as inhibitors; actives 0.043% (n = 380,000); further: on the % scale 0 is the no-effect control and ±100 the full control effect; nearly all actives have a fitted effect of over 60% in size
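Luminescent ATP detection (Kinase-Glo Plus) follows a 60-minute room-temperature incubation, with wells lacking PGK as controls. Buffer: 100 mM TEA (pH 7.6), 5 mM MgCl2, 0.01% Tween-20. Coupling enzyme GAPDH (100 nM final) supplies unstable 1,3-BPG in-well.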
HP1b binding inh = HP1-beta chromodomain-methylated histone interaction inhibition | actives 0.56% (n = 390,000) | Potency, µM (doses to about 114 µM), for the others: at the top dose activity change, negative = inhibition, actives largely listed as inhibitors | AlphaScreen HP1-beta / biotin-H3K9me3 peptide binding | P83916; further: nearly all actives have a fitted effect of over 70% in size; inactives centre near 23
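AlphaScreen: HP1-beta (50 nM) preformed 30 min with biotin-H3(1-18)K9me3 peptide (50 nM) in PBS pH 7.4, 0.01% Tween-20. Compound added for 30 min at RT, then streptavidin donor/nickel chelate acceptor beads (10 ug/mL) for 30 min.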
BAZ2B block = inhibitors of human BAZ2B bromodomain; Q9UIF8; AlphaScreen BAZ2B-H3K14Ac peptide displacement; Potency, µM (series often up to 114 µM), for the others: top-dose activity change, negative = inhibition, usual class: inhibitors; actives 4.4% (n = 360,000); AID 504333; further: on the % scale 0 is the no-effect control and ±100 the full control effect; nearly all actives have a fitted effect of over 60% in size
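BAZ2B 50 nM plus b-H3(5-23)K14Ac 50 nM, PBS pH 7.4/0.01% Tween-20, 30 min RT; compound added (max 110 uM), 30 min RT; streptavidin donor/Ni-chelate acceptor beads 10 ug/mL final, 20 min dark; AlphaScreen read.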
Active calls of the source: *; i = inactive; ? = inconclusive; · = no result given; [ ] = another dose, or the depositor's remark. Unless noted, the call rests on the fitted dose curve; in most records, active means well fitted curve in the direction sought with a large enough effect; inconclusive means small, poorly fitted or top-dose-only effect, or another doubt; inactive means no such curve, though single readings can be large; an effect the other way counts as inactive or inconclusive. Potency means the concentration at half of the fitted maximal effect.

Below each SMILES: POLI inh | GLS inhibitor | G9a block | BAZ2B block | Tb PGK inh | HP1b binding inh | BLM helicase inh | JMJD2A Tudor inh | Pin1 inh
> COc1ccc(S(=O)(=O)N2CCCCCC2)cc1C(=O)N(CC(C)C)C1CCS(=O)(=O)C1 (configuration not stated)
    37.8%[activator] | -1.4% | 21.6%[2.33 µM] | 9.3% | -9.9% | -0.6% | · | -15.6% | -5.5%
> Cc1ccsc1/C=N/N1CCOCC1
    107.4%[activator] | 1.5% | -1.9% | -18.4% | 5.6% | 2.4% | -2.6% | -21.4% | 8.2%
> Cc1ccc(S(=O)(=O)Nc2nc3ccccc3s2)cc1[N+](=O)[O-]
    97.8%[activator] | -7.5% | -3.6% | -13.3% | -1.6% | 11.0% | -3.4% | -20.7% | -0.3%
> COC(=O)[C@]1(Cc2ccccc2)N[C@H](c2ccc(-c3cccc(Cl)c3)cc2)[C@@H]2C(=O)N(C)C(=O)[C@@H]21
    ? | 7.5% | 3.2%[2.33 µM] | ? | 3.8% | 23.2% | · | ? | 8.0%
> Oc1cccc2ccc(/C=C/c3c(F)cccc3Cl)nc12
    39.1%[activator] | -6.2% | 17.9% | -6.8% | -6.3% | 26.0% | -4.7% | -6.3% | -2.3%
> COc1ccc(-c2cc3nnc(-c4ccccc4)nc3s2)cc1
    26.5% | 3.1% | ? | -5.6% | -1.2% | 30.2% | 4.4% | -8.9% | -0.6%
> COc1ccc(CN2C(=O)c3cccnc3C2=O)cc1S(=O)(=O)N1CCOc2ccccc21
    9.8% | 6.6% | · | -35.2% | -7.1% | 41.3%[activator] | 2.7% | 19.8% | 10.8%
> CSc1ccc(CCNC(=O)c2ccc3c(c2)c(C)c(C)n3Cc2ccc(F)cc2)cc1
    ? | -8.3% | -3.1%[59 µM] | -14.5% | -1.7% | 44.3%[activator] | -4.4% | -18.5% | 27.9%
> Cc1nn(-c2ccccc2)c(C)c1/C=N/NC(=O)c1cc(O)cc(O)c1
    60.1%[activator] | 26.9% | · | -5.3% | -7.2% | 16.2% | 0.2% | -14.1% | -0.2%
> N#CC(c1nc2ccccc2nc1N1CCCC1)S(=O)(=O)c1cccs1 (configuration not stated)
    9.3% | 2.6% | 12.6µM* | -29.8% | 1.3% | -4.3% | -13.1% | ? | ?
> Cc1nnc(NC(=O)C2CC(=O)N(c3ccccc3)C2)s1 (configuration not stated)
    17.2% | -16.7% | -8.3%[59 µM] | -2.3% | -12.6% | 22.6% | 0.2% | -0.7% | -6.2%
> COc1ccc(/C=N/NC(=O)c2ccc(Cn3cc([N+](=O)[O-])cn3)o2)c(OC)c1C
    -27.2% | -4.3% | -0.8% | -1.9%[57.1 µM] | -10.2% | 5.8% | -4.3% | -26.2% | 0.2%
> COc1ccc2oc(C(=O)NCC(c3ccco3)N(C)C)c(C)c2c1 (configuration not stated)
    -7.0% | 9.3% | ? | 50.1µM* | 4.5% | -9.1% | · | -26.9% | 4.4%
> CCOC(=O)c1ccc(N2C(=O)CC(SCC(=O)Nc3ccc(S(N)(=O)=O)cc3)C2=O)cc1 (configuration not stated)
    ? | -4.3% | 31.6µM* | -4.3% | -2.6% | 33.3% | -1.1% | -15.7% | 1.4%
> COCCCN1CC(=O)N2C(c3cccc(C)c3)c3[nH]c4ccccc4c3C[C@H]2C1=O (some centres not stated)
    27.7% | -1.8% | 21.6%[2.33 µM] | -17.9% | i | ? | -6.8% | -20.4% | -3.1%

Record cards, as listed above. Screens in order: POLI inh, GLS inhibitor, G9a block, BAZ2B block, Tb PGK inh, HP1b binding inh, BLM helicase inh, JMJD2A Tudor inh, Pin1 inh
COc1ccc(/C=N/NC(=O)c2ccc(Cn3cc([N+](=O)[O-])cn3)o2)c(OC)c1C across the screens: -27.2%, -4.3%, -0.8%, -1.9%[57.1 µM], -10.2%, 5.8%, -4.3%, -26.2%, 0.2%
CSc1ccc(CCNC(=O)c2ccc3c(c2)c(C)c(C)n3Cc2ccc(F)cc2)cc1 across the screens: ?, -8.3%, -3.1%[59 µM], -14.5%, -1.7%, 44.3%[activator], -4.4%, -18.5%, 27.9%

Following part
Below each SMILES: POLI inh | GLS inhibitor | G9a block | BAZ2B block | Tb PGK inh | HP1b binding inh | BLM helicase inh | JMJD2A Tudor inh | Pin1 inh
> N#Cc1ccc2ccn(CC(=O)NCc3ccco3)c2c1
    -1.3% | 0.9% | -21.3% | 8.0% | -11.9% | 8.7% | -0.9% | -16.7% | -0.4%
> CCOC(=O)/C(C#N)=C/c1c(N2CCN(CC)CC2)nc2c(C)cccn2c1=O
    31.4% | -0.7% | ? | -3.0% | -0.7% | 24.0% | -6.8% | -16.0% | -7.2%
> Cc1ccc(NC(=O)c2ccccc2-c2ccccc2C(=O)O)cc1C
    18.1% | -6.9% | ? | ? | -6.6% | 45.9%[activator] | -1.3% | -5.6% | 1.8%
> CC[C@]1(C(=O)OC)[C@H]2C(=O)N(Cc3ccccc3)C(=O)[C@H]2[C@H]2CN(C)C(=NC)N21
    ? | 0.7% | · | · | -8.1% | 9.6% | · | -19.6% | -2.7%
> CC1(C(=O)Nc2ccc3ccccc3c2)CC1(Br)Br (configuration not stated)
    8.6% | 2.7% | · | 0.9% | -0.4% | 32.2% | -5.8% | -8.2% | -0.8%
> Cc1cc(Cl)c(OCCCN2CCCCC2)c(Br)c1
    149.1%[activator] | -8.4% | ? | 50.1µM* | 0.8% | ? | 18.0% | 28.2µM* | -4.9%
> O=C1Nc2ccc(S(=O)(=O)NCc3ccco3)c3cccc1c23
    39.8µM* | -8.3% | · | · | -10.4% | -16.8% | · | ? | -4.4%
> CN(CCOc1ccc(Cl)cc1)c1ccc(S(=O)(=O)N2CCCCC2)cn1
    16.6% | -1.6% | 15.8%[59 µM] | -15.7% | -1.9% | 51.3%[activator] | 1.5% | 42.9%[activator] | 20.0%
> O=C(CNS(=O)(=O)c1ccc([N+](=O)[O-])cc1)N/N=C/c1ccc(O)cc1O
    113.4%[activator] | 12.6µM* | 17.1% | 3.6% | 3.6% | 18.4% | -4.8% | -20.6% | -4.9%
> Cc1cc(C)cc(NC(=O)CSc2nc3nc(C)cc(C)n3n2)c1
    21.8% | 14.1% | -6.9%[12.7 µM] | -3.2% | 3.0% | 17.8% | · | 1.4% | 3.8%
> COc1ccc(CC(=O)OCC(=O)NC2CCCC(C)C2C)cc1 (configuration not stated)
    44.7%[activator] | -16.9% | · | · | -0.6% | 20.2%[57 µM] | · | 0.0% | 0.3%
> Cc1ccc(N(C(C)C(=O)N2CCN(Cc3ccccc3)CC2)S(C)(=O)=O)cc1 (configuration not stated)
    81.7%[activator] | -1.5% | -28.9% | -3.4% | -4.8% | 58.8%[activator] | -11.6% | -5.5% | -7.5%
> Cc1cccc(OCCn2cnc(Cl)c2Cl)c1
    26.0% | 1.1% | -44.1% | 28.2µM* | -0.1% | -18.5% | -2.7% | -19.3% | -1.7%
> COc1cccc(C2(c3cccc(OC)c3)CC2C(=O)Nc2ccccc2Cl)c1 (configuration not stated)
    80.7%[activator] | -5.7% | 0.7%[59 µM] | 0.8% | -7.7% | 26.5% | -0.2% | 10.1% | 1.7%
> COCCNC(=O)[C@@H]1CSC2c3ccc(OC)c(OC)c3C(=O)N21 (some centres not stated)
    -5.8% | 13.0% | 2.0% | 4.1% | -5.3% | 53.5%[activator] | -2.8% | -9.0% | -0.4%
> COCCNC(=O)C(C)Oc1ccccc1 (configuration not stated)
    -23.6% | -1.5% | ? | -15.8% | · | 35.8% | 1.5% | -22.5% | 0.4%
> Cc1ccc(NC2=NC3(CCCC3)N=C(N)N2)c(C)c1
    11.2% | 0.2% | -30.1% | -22.3% | 0.0% | 19.7% | 0.4% | -5.5% | -6.3%
> COC(=O)c1ccccc1-n1cccc1C(=O)NP(=O)(N1CCOCC1)N1CCOCC1
    72.7%[activator] | 4.2% | -2.2% | -4.7% | 4.3% | 14.3% | 1.1% | -9.1% | -0.3%
> c1ccc(CNc2nc(N3CCOCC3)nc(N3CCOCC3)n2)cc1
    4.5% | 1.3% | -3.0%[59 µM] | 9.9% | · | 13.7% | 3.3% | -20.9% | -3.7%
> CCc1ccc(N(CC(=O)NC(C)(C)CC)C(=O)CCC(=O)Nc2nccs2)cc1
    23.1% | 5.2% | -1.4% | ? | i | 46.1%[activator] | -4.9% | -5.4% | -5.2%
> CC1=NN(/C(=N\c2nnc(C)s2)Nc2ccccc2)[C@H](c2cccc3ccccc23)S1
    -11.0% | 1.5% | ? | -34.9% | -9.6% | -0.7% | -5.0% | -34.1% | 13.8%
> COc1ccccc1NC(=O)COC(=O)c1cnccn1
    12.5% | -2.1% | -0.2% | 1.1% | 2.0% | 11.8% | 3.7% | -17.1% | -1.9%
> COc1cc(OC)cc(-c2c(-c3cccs3)c3cc(-c4ccc(OCc5ccccc5)cc4)ccc3n2C)c1
    10.5% | 7.3% | · | · | 5.2% | 31.8% | · | -11.0% | 9.5%
> COc1ccc(CCNC(=O)/C=C/c2ccc3ccccc3n2)cc1OC
    127.1%[activator] | 5.7% | 13.9%[59 µM] | -1.7% | -2.0% | -7.3% | 1.0% | -20.4% | 0.6%
> CON/C=N/C(=S)Nc1ncc(C(F)(F)F)cc1Cl
    17.1% | -4.0% | -7.5% | 8.8% | -2.8% | 17.4% | -2.7% | -6.3% | -4.4%
> CC(=O)c1cccc(NC(=S)NC2CCCCC2)c1
    14.5% | -6.2% | 7.2%[59 µM] | 3.0% | i | 32.0% | -0.5% | 0.7% | 0.3%
> Cc1ccc(C(=O)N2CCN(c3ccccc3)CC2)cc1S(=O)(=O)N1CCCC1
    6.8% | 11.7% | ? | 9.6% | -5.7% | -0.5% | 0.5% | -25.9% | 12.3%

Assay outcomes as filed in PubChem BioAssay.

An excerpt; rates above refer to the full screens.
